High-throughput results deposited in PubChem by National Center for Advancing Translational Sciences (NCATS).
aGlu spleen mod = inhibitors or activators of human alpha-glucosidase in spleen homogenate; human spleen homogenate, 4-MU-alpha-glucoside fluorescence; Potency, µM (highest dose often 79.9 µM), for the others: at the top dose activity change, negative = inhibition, actives largely listed as inhibitors; 240,000 compounds, 0.006% hits; AID 2112;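 further: 0% = enzyme with vehicle and -100% = no enzyme basal signal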
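AC50 values come from Hill-equation fits of concentration-response data, normalized to no-enzyme and full-activity controls. Enzyme source: 1 ug human spleen homogenate; 1 mM fluorogenic 4-MU glucoside, pH 5.0 citrate buffer, 37 C, 40 min.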
ALDH1A1 block = blocks purified human ALDH1A1 activity. P00352. Purified ALDH1A1, NADH fluorescence, propionaldehyde substrate. Potency, µM (titrated, usually from 75.3 µM), for the others: top-dose activity, negative = inhibition, hits mostly inhibitors. 220,000 compounds, 7.3% hits. AID 1030; active means well fitted inhibition curve with a large enough effect, not every such curve was filed as active; inconclusive means small, poorly fitted or top-dose-only effect, or another doubt; inactive means no such curve, though single readings can be large or run the other way;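 further: plate controls were no enzyme wells and a reference inhibitor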
Target sequence (P00352 whole entry, looked up): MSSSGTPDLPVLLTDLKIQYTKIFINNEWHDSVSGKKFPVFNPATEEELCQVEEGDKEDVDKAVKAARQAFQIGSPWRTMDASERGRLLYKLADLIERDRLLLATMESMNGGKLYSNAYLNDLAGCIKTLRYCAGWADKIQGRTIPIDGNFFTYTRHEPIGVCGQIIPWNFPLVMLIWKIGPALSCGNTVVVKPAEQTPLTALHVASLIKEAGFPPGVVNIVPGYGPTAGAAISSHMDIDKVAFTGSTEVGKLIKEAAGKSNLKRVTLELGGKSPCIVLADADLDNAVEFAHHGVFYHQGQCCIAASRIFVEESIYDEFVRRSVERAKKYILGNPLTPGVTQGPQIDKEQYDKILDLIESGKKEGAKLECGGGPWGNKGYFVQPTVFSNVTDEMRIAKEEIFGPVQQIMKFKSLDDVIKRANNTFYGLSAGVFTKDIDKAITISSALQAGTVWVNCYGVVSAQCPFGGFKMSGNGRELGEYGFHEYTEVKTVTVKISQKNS
GAA inh = alpha-glucosidase (human) inhibition. Potency, µM (series often up to 76.9 µM), without a hit: at the top dose activity change, negative = inhibition, usual class: inhibitors. purified human GAA, 4-MU-alpha-glucoside fluorescence. 200,000 compounds, 0.005% hits. P10253. AID 1466;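 further: plate controls were uninhibited enzyme wells for no effect and no-enzyme background for full effect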
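Compounds are titrated up to 77 uM against 4 nM human enzyme. Substrate 4-methylumbelliferyl-alpha-D-pyranoside (400 uM) reacts 20 min at room temperature in pH 5.0 buffer; liberated 4-methylumbelliferone is read at 440 nm.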
SMN2 splice enh = enhancers of SMN2 splice variant expression; HEK293 SMN2-luciferase splicing reporter, luminescence, 30-36 h; 210,000 compounds, 2.8% hits; Potency, µM (titrated, usually from 46.1 µM), for the others: at the top dose activity change, positive = activation, usual class: activators; further: % of control where 0% means no effect; nearly all actives have a fitted effect of over 55% in size
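HEK293 cells carry an SMN2 […]–luciferase reporter in which exon 7 inclusion puts luciferase in frame. Cells were plated 10-12 h before compound addition, then incubated 30-36 h at 37C. ONE-Glo luminescence was read; sodium butyrate at 4.5 mM final served as control.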
KDM4E inh = inhibitors of human JMJD2E histone demethylase; JMJD2E catalytic domain, FDH-coupled NADH fluorescence (FDH is formaldehyde dehydrogenase); Potency, µM (doses to about 57.1 µM), without a hit: top-dose activity change, negative = inhibition, hits mostly inhibitors; 230,000 compounds, 1.6% hits; active means well fitted inhibition curve with a large enough effect, not every such curve was filed as active; inconclusive means small, poorly fitted or top-dose-only effect, or another doubt; inactive means no such curve, though single readings can be large or run the other way;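 further: 0% = wells with enzyme and -100% = buffer wells without enzyme; nearly all actives have a fitted effect of over 50% in size; many of its hits are not listed in these tables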
Target sequence (B2RXH2 1-337 limits assumed): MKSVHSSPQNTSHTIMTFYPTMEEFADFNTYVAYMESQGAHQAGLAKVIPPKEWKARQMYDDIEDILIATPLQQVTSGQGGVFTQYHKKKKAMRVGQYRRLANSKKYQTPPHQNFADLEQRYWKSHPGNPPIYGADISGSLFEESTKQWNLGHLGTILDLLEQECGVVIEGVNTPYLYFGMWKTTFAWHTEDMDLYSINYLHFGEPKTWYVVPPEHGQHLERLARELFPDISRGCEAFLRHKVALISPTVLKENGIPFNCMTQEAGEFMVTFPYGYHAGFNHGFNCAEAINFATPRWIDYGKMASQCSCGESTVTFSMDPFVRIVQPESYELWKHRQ
GAA glycogen = inhibitors or activators of human alpha-glucosidase glycogen cleavage | recombinant GAA, glycogen substrate, Amplex Red glucose oxidase fluorescence | AID 2100 | Potency, µM (doses to about 76.4 µM), inactives show at the top dose activity change, negative = inhibition, actives largely listed as inhibitors | 300,000 compounds, 0.38% hits;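 further: 0% = full enzyme reaction and -100% = no-enzyme basal signal; the screen sought inhibitors and activators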
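Recombinant enzyme (4 nM final) with compounds titrated up to 77 uM and bovine liver glycogen (30 ug) in citrate pH 5.0, 0.01% Tween-20, 37 C 40 min. Released glucose detected by Amplex Red/glucose oxidase (Ex 573/Em 610); AC50 from Hill fits.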
aGal spleen mod = inhibitors or activators of human alpha-galactosidase in spleen homogenate; 240,000 compounds, 0.008% hits; human spleen homogenate, 4MU-alpha-Gal fluorescence, 40 min; Potency, µM (series often up to 80 µM), without a hit: at the top dose activity change, negative = inhibition, usual class: inhibitors;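 further: 0% = enzyme with vehicle and -100% = no enzyme basal signal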
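qHTS titration in buffer at pH 5.0. Alpha-galactosidase activity in spleen homogenate was measured via 4-methylumbelliferone release from 1 mM fluorogenic substrate after 40 min at 37C and a pH 10 stop. AC50 came from Hill fits of control-normalized data.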
RGS12 GoLoco inh = inhibitors of human Gai1-RGS12 GoLoco interaction (red fluorophore); Gai1:RGS12 GoLoco peptide FP, rhodamine, 10 min; Potency, µM (series often up to 61.6 µM), without a hit: at the top dose activity, negative = inhibition, actives largely listed as inhibitors; 230,000 compounds, 0.44% hits; AID 880; active means well fitted inhibition curve with a large enough effect, not every such curve was filed as active; inactive means no such curve, though single readings can be large or run the other way; further: on the % scale 0 is the no-effect control and ±100 the full control effect; nearly all actives have a fitted effect of over 30% in size; many of its hits are not listed in these tables
The depositor's hits bear a star; u = inconclusive; x = not tested or not shown; & = joins results of further samples; [ ] = another dose, or the depositor's remark. Unless noted, the call rests on the fitted dose curve; in most records, active means well fitted curve in the direction sought with a large enough effect; inconclusive means small, poorly fitted or top-dose-only effect, or another doubt; inactive means no such curve, though single readings can be large; an effect the other way counts as inactive or inconclusive. Potency means the concentration at half of the fitted maximal effect. Some of the compounds tested; count on the stated rates, not on these rows.

Results follow in this order: RGS12 GoLoco inh	KDM4E inh	GAA inh	SMN2 splice enh	aGlu spleen mod	aGal spleen mod	GAA glycogen	ALDH1A1 block
1	O=C(/C=C/c1ccc(S(=O)(=O)N2CCOCC2)cc1)NC(=S)NCCCn1ccnc1
 : -8%	8%	11%	-20%	4%	3%	-21%	u
2	CCOC(=O)N1CCC(Nc2c(Nc3ccc(C)c(C)c3)c(=O)c2=O)CC1
 : 20%	2%	-9%	5%	-10%	-1%	16%	u
3	COc1ccc(N2C(=O)/C(=C\c3ccco3)N=C2SCC(=O)NC(C)(C)C)cc1Cl
 : 23%	-1%	-12%	5%	-3%	-6%	-14%	-5%
4	O=C1C=C(O)C(n2cncn2)C(c2ccc(F)cc2)C1 (stereo unspecified)
 : 1%	-5%	1%	6%	u	u	-8%	u
5	CC(=O)c1ccc(NC(=O)c2c(C)nn(-c3ccccc3)c2Cl)cc1
 : 1%	-19%	14%	x	-16%	7%	21%	u
6	O=C(CCN1CCN(c2ccccc2)CC1)N/N=C/c1ccc(O)c(O)c1O
 : 22%	-6%	8%	-17%	4%	2%	u	4µM*
7	COC(=O)c1ccccc1NC(=O)C1CCCN(S(=O)(=O)c2ccc(OC)cc2)C1 (stereo unspecified)
 : 2%	u	u	-61%[inhibitor]	-2%	7%	-6%	u
8	O=C(N/N=C/c1ccc[nH]1)c1ccc([N+](=O)[O-])cc1
 : -7%	7%	2%	-10%[1.84 µM]	1%	-1%	-1%	1%
9	CC(C)C(=O)Nc1ccc(N2CCN(c3ccc(F)cc3)CC2)cc1
 : 3%	3%	2%	2%	9%	3%	-10%	0%
10	NC1=NC(=O)/C(=C/c2ccccc2OS(=O)(=O)c2ccccc2)S1
 : 2%	u	12%	15%	1%	-10%	2%	1%
11	O=C(COC(=O)c1ccccc1Nc1ccc(SC(F)F)cc1)NC1CC1
 : 4%	u	6%	u	1%	4%	-1%	-7%
12	CCOn1c(=O)c(-c2ccc(OC)c(OC)c2)[n+]([O-])c2ccccc21
 : 7%	-6%	u	u	-4%	3%	10%	-7%
13	COc1cccc2c(=O)cc(C)n(CC(=O)Nc3ccc(C)c(C)c3)c12
 : 9%	-8%	-3%	-74%[inhibitor]	-7%	-5%	-1%	-4%
14	O=C1CC2(CC(c3ccc(Cl)cc3)=NO2)C(=O)N1c1ccccc1 (stereo unspecified)
 : 10%	0%	-12%	x	-2%	-1%	9%	-8%
15	O=C(O)c1cc(-c2ccc(N3CCOCC3)cc2)nn1-c1ccc(F)cc1F
 : x	-6%	-11%	x	2%	6%	0%	1%
16	CCC(=O)Nc1cccc(-c2cn3ccccc3n2)c1
 : 2%	u	-12%	u	3%	-2%	10%	u
17	COc1ccc2[nH]c(C)cc(=O)c2c1
 : -4%	-6%	-4%	-16%	8%	11%	-6%	u
18	COc1ccc(CCNS(=O)(=O)c2cccc(C)c2)cc1OC
 : -8%	-4%	2%	7%	-1%	2%	1%	3%
19	O=C(C(=O)N1CCc2ccccc2C1)N1CCc2ccccc2C1
 : 10%	3%	5%	11%	-1%	-4%	5%	8%
20	Cc1cc(N2CCC(C)CC2)nc2cccc(O)c12
 : -3%	u	-10%	-24%	6%	7%	-3%	-4%
21	CCOC(=O)c1c(NC(=O)C2CCCN(S(=O)(=O)c3ccccc3)C2)sc2c1CCCC2 (stereo unspecified)
 : 3%	u	-28%	-35%[inhibitor]	-4%	-8%	0%	u
22	COc1ccc(CCNC(=O)CSc2nc(O)c(CC(C)C)c(=O)[nH]2)cc1OC
 : 1%	-10%	1%	-6%	-9%	-20%	-5%	u
23	COc1ccc(NC(=O)CSC2=NCCN2)cc1
 : 0%	2%	-8%	-3%	x	0%	-8%	-9%
24	Cc1ccccc1NC(=O)CSc1nc2n(n1)CCCCC2
 : -9%	-4%	-5%	u	2%	0%	5%	-8%
25	CCOc1ccccc1NC(=O)CSC1=C(C#N)C(c2ccco2)C(C(=O)Nc2nc3ccccc3s2)=C(C)N1 (stereo unspecified)
 : 29%	u	u	15%	11%	10%	-4%	u
26	S=C(NCc1ccc(Cl)cc1)NCc1ccccn1
 : 22%	-3%	u	14%	-1%	-8%	-7%	-3%
27	COc1ccc(/C=C/c2nc(-c3ccccc3)cc(=O)[nH]2)cc1
 : -2%	u	x	x	-10%	-9%	4%	x
28	Cc1csc(SCC(=O)NC(=O)NC(C)C)n1
 : 14%	-6%	-4%	-5%	2%	-10%	-12%	1%
29	CCn1cc2c(c1-c1cccc(C)c1)c(=O)n(C)c(=O)n2C
 : 3%	-11%	-6%	-1%	3%	-3%	-1%	u
30	C/C=C/C(=O)NCCc1ccc(OC)c(OC)c1
 : 2%	1%	-5%	20%	-6%	12%	-6%	1%
31	C=CCN(CC=C)C(=O)c1ccccc1NC(=O)c1ccccc1C
 : 4%	9%	5%	22%	2%	11%	7%	8%
32	COc1ccc(-n2nnc3c(SCC(=O)OCc4ccccc4)ncnc32)cc1
 : -6%	5%	-2%	-12%	10%	13%	2%	-1%
33	CC(C)(CO)NC(=S)NCc1ccco1
 : 6%	-19%	-1%	x	0%	3%	-15%	u
34	CC(Oc1ccc(O)cc1)(P(=O)(O)O)P(=O)(O)O
 : 14%	1.6µM*	x	x	-5%	-3%	x	0%
35	COc1cccc(-n2c(SCC(=O)Nc3ccc4c(c3)CCC4)nc3ccccc3c2=O)c1
 : x	-10%	-5%	x	-3%	0%	-10%	-7%
36	COc1ccc(C(=O)NC2CCN(C(=S)Nc3ccccc3)CC2)cc1
 : 16%	-6%	u	x	0%	5%	-12%	9%
37	O=c1[nH]c(/C=C\c2cccs2)nc(O)c1[N+](=O)[O-]
 : 4%	-12%	-2%	8%	7%	1%	u	-7%
38	Cc1cccc2cc(C#N)c(SCC(=O)NCC3CCCO3)nc12 (stereo unspecified)
 : -12%	-1%	-3%	2%	-1%	6%	1%	3%
39	CCCCn1c(/N=C/c2cc(OC)ccc2O)nc2ccccc21
 : x	-5%	-1%	x	-1%	-12%	4%	6%
40	N#C/C(=C\C1=C(N2CCOCC2)C(=C\c2ccc(Cl)cc2)/CC1)C(=O)Nc1ccccc1F
 : -119%	-5%	-2%	-18%	5%	6%	-2%	-2%
41	c1ccc(Oc2ccc(-c3ccnc4ncnn34)cc2)cc1
 : -12%	1%	5%	1%	-1%	3%	-5%	u
42	COc1ccc(CC(=O)Nc2ccc3nc(C)sc3c2)cc1OC
 : -14%	-3%	-2%	-28%	-16%	0%	12%	-9%
43	CCCC(=O)Nc1c(-c2ccc(OC)cc2)c(=O)c2ccccc2n1C
 : 2%	u	3%	0%	-3%	2%	7%	u
44	O=C(CSc1nnc(-c2ccccc2O)n1-c1ccccc1)Nc1cccc(C(=O)O)c1
 : -2%	1%	4%	-2%	11%	4%	3%	6%
45	CCCCC/C=C\CC1OC1C/C=C\C/C=C\CCCC(=O)O (stereo unspecified)
 : 3%&-8%	3%	x	-6%&6%	3%&5%	0%&0%	x	3%&7%
46	Cc1noc(C)c1COC(=O)CNC(=O)c1ccc(Cl)cc1
 : 1%	-4%	2%	2%	3%	2%	3%	5%
47	CC(=O)Nc1ccc2c(c1)nc(CCNC(=O)c1ccccc1)n2C
 : 35%[activator]	-8%	-8%	-17%	13%	-3%	-4%	-1%
48	COc1ccc(C(=O)CSc2nnc(-c3cc(C)cc(C)c3)o2)cc1
 : 78%[activator]	2%	0%	-12%	-10%	2%	10%	3%
49	CCn1nc(C)c(NC(=O)CCSc2nc(-c3ccco3)cc(C(F)(F)F)n2)c1C
 : 42%[activator]	1%	14%	-46%[inhibitor]	-2%	3%	-4%	28µM*
50	O=C(c1cn2ccccc2n1)N1CCc2c([nH]c3ccccc23)C1c1ccccn1 (stereo unspecified)
 : 4%	u	x	x	1%	-13%	-3%	2%

(further entries)
Results follow in this order: RGS12 GoLoco inh	KDM4E inh	GAA inh	SMN2 splice enh	aGlu spleen mod	aGal spleen mod	GAA glycogen	ALDH1A1 block
51	Cc1nc(-c2nc(-c3c(C(=O)NNC(=O)c4ccc(Cl)cc4)noc3C)cs2)cs1
 : 5%	0%	x	x	3%	-3%	1%	x
52	CC1(C)CCCC2(C)C3C(O)CC2(C)C(O)C31 (stereo unspecified)
 : -1%	9%	x	-2%	-6%	7%	x	10%
53	NC(=O)NC(Cc1ccccc1)c1ccccc1 (stereo unspecified)
 : 11%	-2%	-4%	-7%	-8%	-7%	-5%	8%
54	CC(=O)N(C)c1ccc(OCC(O)Cn2c3ccc(Cl)cc3c3cc(Cl)ccc32)cc1 (stereo unspecified)
 : 9%	-9%	-7%	-128%[inhibitor]	0%	6%	-6%	-1%
55	COc1ccc(OC)c(NC(=O)c2nnn(Cc3ccccc3C)c2N)c1
 : -5%	-8%	u	-30%[inhibitor]	-7%	3%	-8%	-9%
56	Cc1cc(C)cc(N(CC(=O)NC2CCCCC2)C(=O)c2ccc(C)s2)c1
 : 7%	-4%	-4%	-17%	-2%	8%	-5%	10%
57	CCCc1c(C)c2ccc(OCC(C)=O)cc2oc1=O
 : 6%	u	-1%	23%	1%	-19%	8%	u
58	Cc1cccc(CNc2cc(-c3ccccc3C)ncn2)c1
 : 3%	-12%	x	-14%	-7%	10%	x	u
59	C#CCOCCOCCOCCNc1nc(N2CCN(C(=O)[C@H](C)n3cc(CCCN=C(N)N)nn3)CC2)nc(N2CCN(C(=O)[C@H](CCCCN)n3cc(CCCC)nn3)CC2)n1
 : -10%	-2%	-2%	-1%	-8%	0%	3%	10%
60	CCN1C(=O)N(C(C)=O)C2C1N(C(C)=O)C(=O)N2C(C)=O (stereo unspecified)
 : 6%	8%	13%	-7%	3%	6%	-7%	4%
61	COc1cccc(/C=N/n2c(C)nc3ccccc32)c1OC
 : 6%	-5%	u	-48%[inhibitor]	-11%	-8%	-5%	u
62	COc1ccccc1C(=O)Nc1onc(C)c1C#N
 : 8%	2%	14%	8%	2%	-4%	19%	u
63	CSc1nnc(-c2cccc(NC(=S)NN)c2)o1
 : 0%	1%	-6%	-21%	7%	-3%	u	u
64	CN1CC(c2ccccc2)C(c2ccc(Cl)cc2)=N1 (stereo unspecified)
 : 7%	7%	-12%	-10%	8%	3%	4%	u
65	BrC/C=C/CBr
 : 2%	x	x	-3%	0%	10%	x	25µM*
66	CCOC(=O)NCc1ccc(CNC(=O)OCC)cc1
 : 7%	0%	-12%	-3%	3%	7%	8%	9%
